Screening data: PubChem, several laboratories
CF NFkB inh: cystic fibrosis NF-kB activation inhibition | actives 0.86% (n = 360,000) | AID 588850 | KKLEB NF-kB-GFP reporter, PAF-induced, GFP fluorescence overnight | inhibition, % at 5 µM;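 active means at least 50% inhibition at 5 µM, scaled per plate between neutral and stimulator controls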;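 further: PAF is a Pseudomonas aeruginosa culture filtrate used as stimulus; plate controls were PAF-stimulated DMSO wells for no effect and unstimulated DMSO wells for full effect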
NR2F2 inh: inhibitors of human COUP-TFII (NR2F2) | P24468 | HEK293T NGFI-A luciferase reporter, luminescence | inhibition, % at 8.6 µM | actives 0.7% (n = 370,000);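 active means inhibition above a per-plate cutoff, mean inhibition of test wells between control levels plus 3 SD, cut at about 38% in these data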;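 further: cells cotransfected with COUP-TFII expression vector driving the NGFI-A reporter; 0% = median of COUP-TF2 test wells and 100% = reporter-only cells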
EBV LMP1 NFkB: inhibitors of Epstein-Barr LMP1-induced NF-kappaB reporter. actives 0.69% (n = 350,000). inhibition, % at 12.5 µM. LMP1-induced NF-kappaB luciferase reporter cells, luminescence; in the data active means inhibition above about 41%;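 further: 0% = neutral control wells and 100% = reference inhibitor control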
NCOA3 inh: human NCOA3 inhibition | Q9Y6Q9 | HEK293 GAL4-SRC3 luciferase reporter, luminescence | inhibition, % at 3.6 µM | actives 0.17% (n = 360,000) | AID 588352;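 active means inhibition above a per-campaign cutoff, the mean of all compounds plus 3 SD, cut at about 60% in these data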;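 further: 0% = DMSO-treated cells and 100% = gossypol-treated cells at 36 µM; higher means less SRC3-driven luciferase light from the GAL4 reporter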
TWEAK-Fn14 inh: blocks TWEAK-Fn14 interaction in a reporter cell assay. TWEAK-stimulated Fn14 reporter cells, luciferase luminescence, 8 h. inhibition, % at 10 µM. actives 2% (n = 360,000); in the data active means inhibition above about 50%
KKLEB tox: reduces viability of KKLEB cystic fibrosis airway cells; KKLEB CF airway cells viability, ATPlite luminescence, overnight; active compounds read low; cells stimulated with P. aeruginosa culture filtrate; activity change (cytotoxicity), % at 5 µM; actives 0.36% (n = 360,000); AID 602141;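 active means corrected activity change at or below -50% at 5 µM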
Shn3 3UTR inh: inhibitors of Schnurri-3 3'UTR reporter in osteoblasts; Clone20 osteoblast Shn3 3'UTR firefly luciferase, 24 h; inhibition, % at 12.5 µM; actives 0.52% (n = 360,000);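 active means mean inhibition of at least 75% with every replicate also reaching 75%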;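 further: 0% = median of neutral control wells and 100% = pilot-screen positive control compound; some compounds past the cut are filed as inactive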
SRC1 inh: human NCOA1 inhibition. Q15788. HEK293 GAL4-SRC1 luciferase reporter, luminescence. inhibition, % at 3.6 µM. actives 0.12% (n = 360,000);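 active means inhibition above the campaign mean plus 3 SD, with each screening campaign given its own cutoff, cut at about 60% in these data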;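 further: 0% = DMSO treated cells and 100% = gossypol at 36 µM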
Target sequence (Q15788 whole entry, looked up, the tested form may be a part): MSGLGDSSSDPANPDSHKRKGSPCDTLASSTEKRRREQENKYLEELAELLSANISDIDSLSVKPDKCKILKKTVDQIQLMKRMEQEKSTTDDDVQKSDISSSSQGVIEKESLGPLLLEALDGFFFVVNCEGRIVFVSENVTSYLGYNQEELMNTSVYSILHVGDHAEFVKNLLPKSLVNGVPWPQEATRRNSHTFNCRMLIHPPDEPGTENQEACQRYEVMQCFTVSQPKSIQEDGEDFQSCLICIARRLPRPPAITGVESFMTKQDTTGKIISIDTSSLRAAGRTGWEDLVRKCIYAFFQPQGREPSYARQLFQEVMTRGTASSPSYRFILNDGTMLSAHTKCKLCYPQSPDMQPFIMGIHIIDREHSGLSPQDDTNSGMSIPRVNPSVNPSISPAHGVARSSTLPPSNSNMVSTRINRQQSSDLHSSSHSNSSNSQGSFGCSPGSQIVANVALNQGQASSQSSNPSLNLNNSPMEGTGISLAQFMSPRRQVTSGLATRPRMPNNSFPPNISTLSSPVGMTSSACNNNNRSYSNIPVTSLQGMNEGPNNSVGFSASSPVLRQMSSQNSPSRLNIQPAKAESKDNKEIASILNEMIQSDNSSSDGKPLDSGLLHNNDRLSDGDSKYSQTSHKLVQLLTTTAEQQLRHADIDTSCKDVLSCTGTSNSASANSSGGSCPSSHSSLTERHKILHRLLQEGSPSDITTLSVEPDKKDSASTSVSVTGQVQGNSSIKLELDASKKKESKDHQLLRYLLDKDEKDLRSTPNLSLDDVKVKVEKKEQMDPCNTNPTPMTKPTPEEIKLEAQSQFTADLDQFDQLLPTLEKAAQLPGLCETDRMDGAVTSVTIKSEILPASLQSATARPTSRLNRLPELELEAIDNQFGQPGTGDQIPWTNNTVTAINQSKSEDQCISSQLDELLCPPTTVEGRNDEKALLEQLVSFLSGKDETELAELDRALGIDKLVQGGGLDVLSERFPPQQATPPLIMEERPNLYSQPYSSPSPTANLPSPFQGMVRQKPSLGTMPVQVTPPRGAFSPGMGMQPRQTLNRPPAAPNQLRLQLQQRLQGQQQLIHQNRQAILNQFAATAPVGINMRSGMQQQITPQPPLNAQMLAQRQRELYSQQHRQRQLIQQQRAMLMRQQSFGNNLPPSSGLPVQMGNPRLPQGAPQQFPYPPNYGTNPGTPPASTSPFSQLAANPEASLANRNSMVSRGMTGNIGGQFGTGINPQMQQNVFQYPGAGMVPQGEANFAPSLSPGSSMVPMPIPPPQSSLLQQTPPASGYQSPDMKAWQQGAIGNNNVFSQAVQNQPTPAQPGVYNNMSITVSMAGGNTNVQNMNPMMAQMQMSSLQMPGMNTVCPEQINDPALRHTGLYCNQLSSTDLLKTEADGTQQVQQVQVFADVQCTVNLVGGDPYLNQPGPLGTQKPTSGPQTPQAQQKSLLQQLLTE
TRAIL sens C8: sensitizes caspase-8 expressing cells to TRAIL. NB7+C8 cells + TRAIL, ATPlite viability luminescence. inhibition (viability loss, TRAIL sensitization), % at 10 µM. actives 1% (n = 360,000);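 active means compounds causing at least 50% loss of cell viability in the single-dose screen, relative to plate controls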
TROY signal inh: blocks TROY-dependent signaling in reporter cells | inhibition, % at 10 µM | actives 0.98% (n = 360,000) | AID 1347056 | Q293 LMP1-TROYcd NF-kB luciferase reporter, 4 h;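 active means compounds whose plate-normalised and pattern-corrected inhibition of the luciferase reporter signal at the single screening dose is 50% or more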
LRH-1 inv ag: inverse agonists of human LRH-1 (NR5A2) | HEK293T StAR-luciferase reporter, LRH-1 transfected, 24 h | inhibition, % at 3.6 µM | actives 0.13% (n = 360,000) | AID 602396;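 active means inhibition above the mean inhibition of all tested compounds plus 3 SD, cut at about 73% in these data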;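 further: 0% = DMSO wells and 100% = reporter-only cells lacking LRH-1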
Numbers without * were called inactive; · = no result given.

SMILES,CF NFkB inh,NR2F2 inh,EBV LMP1 NFkB,NCOA3 inh,TWEAK-Fn14 inh,KKLEB tox,Shn3 3UTR inh,SRC1 inh,TRAIL sens C8,TROY signal inh,LRH-1 inv ag
Cc1ccc(S(=O)(=O)Nc2ccccc2C(=O)Nc2ccc(S(=O)(=O)Nc3nccc(C)n3)cc2)cc1,-1.2,-0.7,4.3,15.7,3.8,7.0,7.0,-10.5,-9.1,-7.0,-18.8
O=C(Cc1ccc(F)cc1)Nc1ccc(S(=O)(=O)N2CCCCC2)cc1,8.9,2.5,-2.2,-3.0,16.6,-7.2,-10.0,-13.0,-4.2,17.9,4.8
CCOC(=O)Cc1csc(NC(=O)c2ccc(OC)c(OC)c2)n1,9.1,5.0,13.2,1.3,19.6,-1.8,-17.2,-1.5,-10.0,-0.5,-6.3
COc1ncnc2c1ncn2CCCN1CCN(c2ncccn2)CC1,4.1,-6.2,3.2,12.7,8.3,9.4,-2.6,-13.1,-5.2,-14.4,4.6
CCCNC(=O)C(Cc1cccc(C#N)c1)NC(=O)c1cccc([N+](=O)[O-])c1 (stereo not given),12.4,-9.8,-14.8,-10.0,-18.1,-15.1,-5.2,-15.2,13.0,-22.6,-28.8
S=C(Nc1ccc(Cl)cc1)NN1CCOCC1,-6.7,-6.4,3.6,-3.9,21.2,-3.6,-27.1,7.2,4.4,-8.0,6.0
CCOC(=O)CSc1ncnc2c(C(=O)OCC)c3n(c12)CCC3,19.7,-3.9,-3.9,5.6,-5.9,-10.5,-32.6,15.0,-2.7,7.2,-37.8
Cn1ncc2c(Nc3cccc(C(=O)O)c3)ncnc21,15.9,7.7,-1.8,5.7,16.6,0.0,-12.8,6.0,10.6,-2.7,-0.3
COc1ccc(/C=C/C(=O)NCCc2c[nH]c3ccccc23)cc1OC,21.3,-0.3,-16.5,3.2,21.0,-1.6,10.5,7.1,8.2,14.5,12.8
COc1ccccc1-c1noc(CCC(=O)Nc2cccc(C(F)(F)F)c2)n1,10.5,10.5,4.8,13.8,28.2,0.2,27.8,14.0,0.7,12.0,-0.5
CCCN1C2CCCC1CC(NC(=O)c1ccccc1OC)C2 (stereo not given),-6.1,10.3,-11.8,-13.9,11.0,1.4,8.9,7.8,1.0,1.1,-11.0
Cc1ccc2c(c1)C(=O)N(CCCCO)C2=O,6.3,10.1,9.3,9.9,33.9,5.9,11.3,-5.4,16.6,-6.7,4.5
N#Cc1ccc(Oc2ccc(C(N)=O)cc2)cc1C#N,21.2,6.8,-0.1,2.4,4.8,0.7,-0.3,14.9,-6.9,-16.6,3.6
Cc1nn(-c2ccccc2)nc1C(=O)Nc1ccc2[nH]ncc2c1,-10.2,12.6,-11.5,-20.1,7.7,-1.1,11.8,15.0,-5.5,47.0,1.1
CCCN(CC(=O)Nc1ccccc1C)C(=O)C1CCN(S(=O)(=O)c2ccc(C)c(C)c2)CC1,-2.3,10.1,1.2,3.2,-2.9,-6.7,7.9,-6.8,-9.0,-7.1,4.7
Cc1ccc(C)c(CC(=O)N2CCCCC2c2cc(C(=O)Nc3ccc(F)c(Cl)c3)no2)c1 (stereo not given),-1.9,15.8,·,-66.7,-24.6,-1.5,18.5,-32.3,26.9,15.3,-3.0
CCNC(=O)c1c(O)c2c([nH]c1=O)CCCC2,19.1,-4.8,-6.1,-4.5,-2.1,5.2,-2.9,-4.8,-3.4,-30.3,-6.5
CC(C)n1c(=O)c2ccccc2n1Cc1cn(Cc2ccccc2)nn1,0.4,-5.0,·,4.1,-43.2,-4.5,-2.7,-0.9,-5.8,8.2,15.2
COc1ccccc1/C=C1\SC(=S)N(CCC(=O)Nc2nnc(C)s2)C1=O,8.7,13.1,-19.9,3.2,-57.6,-6.0,22.0,6.1,0.9,3.2,7.7
Cn1c(=O)c2c(nc(Sc3n[nH]c(N)n3)n2Cc2ccccc2Cl)n(C)c1=O,-13.8,4.2,2.5,3.3,15.7,0.0,8.0,-14.2,4.6,0.4,-5.9
O=S(=O)(Nc1ccccc1)c1ccc(-c2cnc(C3CC3)o2)cc1,21.9,-17.4,8.3,5.7,25.8,-6.2,9.6,2.7,20.4,19.0,24.0
Cc1noc(/C=C/N(C)C)c1S(=O)(=O)N1CCCC(C(=O)Nc2ccc(F)cc2F)C1 (stereo not given),14.8,5.2,-1.6,-12.9,0.5,-2.4,-7.5,5.1,-22.4,18.1,1.2
COC(=O)CCCC(=O)N1CCC(CO)(CCc2ccccc2)CC1,-2.6,6.9,5.7,-5.1,3.1,-4.9,-15.4,0.5,-17.9,-30.4,1.8
CCOC(=O)c1cc(-c2cccc([N+](=O)[O-])c2)n[nH]1,-12.3,0.6,0.6,-8.0,-40.1,-0.5,-28.6,-5.0,-20.6,-14.6,2.9
C/C(=N/NC(=O)C1CCCN1C(=O)c1ccc([N+](=O)[O-])cc1)c1ccc(Br)cc1 (stereo not given),-2.2,-3.5,-1.5,7.9,-5.7,8.0,-2.8,-20.8,5.8,-1.3,-5.8
Cc1ccc(S(=O)(=O)NCCCn2ccnc2)cc1C(=O)NC(C)C,6.8,3.0,7.1,-0.2,1.8,-0.9,-1.9,-9.9,-15.2,-4.0,14.6
CCCn1c(=O)c2c(ncn2C)n(CCC)c1=O,-22.4,-2.5,-0.6,-7.2,-2.3,3.2,2.7,-0.3,-14.7,-0.9,7.8
CCc1ccccc1NC(=O)c1ccc(OCc2c(C)noc2C)cc1,-21.6,-13.8,-4.2,14.7,2.5,2.9,-13.3,4.0,-4.4,-12.3,0.0
COc1cc(C=C(c2nc3ccccc3s2)c2nc3ccccc3s2)ccc1O,3.1,12.9,-0.2,3.7,-13.8,8.4,-14.5,-9.1,7.8,-18.1,9.6
Cc1cnnn1-c1ccc([N+](=O)[O-])cc1,2.3,12.4,-0.1,5.7,-7.1,2.6,-1.8,-27.3,-8.4,-25.8,-6.2

Exported as labelled records: part of the list above.
CCCn1c(=O)c2c(ncn2C)n(CCC)c1=O
  CF NFkB inh: -22.4; NR2F2 inh: -2.5; EBV LMP1 NFkB: -0.6; NCOA3 inh: -7.2; TWEAK-Fn14 inh: -2.3; KKLEB tox: 3.2; Shn3 3UTR inh: 2.7; SRC1 inh: -0.3; TRAIL sens C8: -14.7; TROY signal inh: -0.9; LRH-1 inv ag: 7.8
CCc1ccccc1NC(=O)c1ccc(OCc2c(C)noc2C)cc1
  CF NFkB inh: -21.6; NR2F2 inh: -13.8; EBV LMP1 NFkB: -4.2; NCOA3 inh: 14.7; TWEAK-Fn14 inh: 2.5; KKLEB tox: 2.9; Shn3 3UTR inh: -13.3; SRC1 inh: 4.0; TRAIL sens C8: -4.4; TROY signal inh: -12.3; LRH-1 inv ag: 0.0

The listing continues.
SMILES,CF NFkB inh,NR2F2 inh,EBV LMP1 NFkB,NCOA3 inh,TWEAK-Fn14 inh,KKLEB tox,Shn3 3UTR inh,SRC1 inh,TRAIL sens C8,TROY signal inh,LRH-1 inv ag
COc1ccccc1NC(=O)C(=O)NCCC1CCCCN1S(=O)(=O)c1cccs1 (stereo not given),4.7,17.7,4.6,-25.7,11.6,-8.2,12.6,-5.2,-16.4,-3.6,6.8
O=C1[C@H]2[C@@H](c3ccc(C(F)(F)F)cc3)N[C@]3(CCCN(Cc4ccccc4)C3=O)[C@H]2C(=O)N1Cc1ccccc1,7.0,13.1,-9.0,4.8,21.0,-1.1,0.5,8.3,10.0,2.3,14.9
Cc1ccc(N(CC(=O)N(C)Cc2ccccc2)S(C)(=O)=O)cc1C,2.9,-1.5,13.9,-13.1,6.2,-1.6,11.5,-4.5,-26.1,-10.4,12.3
CC(C)CN(C(=O)COC(=O)Cn1cnc2ccccc2c1=O)C1CCS(=O)(=O)C1 (stereo not given),-2.2,8.8,-17.9,9.0,0.4,2.8,-0.8,7.7,11.7,-15.4,8.5
CCOCCOC(=O)c1[nH]c2c(c1C)C(=O)CC(c1cccs1)C2 (stereo not given),43.3,-41.1,-1.2,-0.7,2.2,-11.2,-7.5,9.8,-10.9,19.5,27.9
CCN(CC)S(=O)(=O)c1cc(Br)ccc1OC,6.8,-1.3,5.8,-6.7,-6.2,-14.7,22.1,-15.7,3.3,13.2,-1.7
CCC(C)c1c(N)n(S(=O)(=O)c2ccc(C)cc2)oc1=O (stereo not given),-7.5,0.3,-2.4,4.0,-0.7,3.9,-3.3,9.3,0.2,-4.8,-14.8
CC(Sc1nncn1C)C(=O)Nc1ccc(Cl)cn1 (stereo not given),-12.6,13.1,-2.4,0.5,12.3,0.3,5.1,-12.3,-3.8,-7.9,-31.4
COCCNC(C)C(=O)C12CC3CC(CC(C3)C1)C2 (stereo not given),12.9,-10.6,-14.2,-5.5,1.4,-5.9,-9.3,3.8,-18.7,-12.0,-15.5
O=C1CC(SC2=NCCS2)C(=O)N1c1ccc(Br)cc1 (stereo not given),-16.0,-5.6,0.3,12.4,17.3,9.3,2.7,12.6,22.8,-4.7,-0.6
CCC1(CC)NC(=O)N(CC(=O)N2CCN(c3ccccc3F)CC2)C1=O,-6.9,-7.7,-11.3,12.3,11.2,-0.2,0.3,-7.2,-0.9,16.9,-0.8
COc1ccc(N2CC(O)=C(c3nc(-c4ccc(Br)cc4)cs3)C2=N)cc1,0.0,-11.9,3.0,-1.8,-32.9,10.1,21.0,-7.6,8.5,-14.9,-4.7
O=C(NCc1cccnc1)Nc1cccc(Cl)c1,-7.3,-0.7,4.0,-11.5,-8.5,-3.3,-64.0,-29.2,0.4,-6.7,-11.2
CC(=O)CSc1nc(C(F)(F)F)cc(=O)n1-c1ccccc1,0.4,-0.3,3.7,11.3,0.8,-11.6,-5.9,4.1,-7.0,-1.8,-0.5
O=C(COc1cccnc1[N+](=O)[O-])c1c[nH]c2ccccc12,14.5,-5.8,-1.2,-9.4,4.2,5.8,-14.9,-26.6,11.9,-0.5,6.8
Cc1ccc(C2=NNC(C(O)C(O)C(O)CO)S2)cc1 (stereo not given),-2.5,-1.5,-12.8,-8.8,-17.2,-0.5,-15.2,-28.6,2.9,-26.7,-44.5
Cc1ccc(C(=O)NC(=S)NNC(=O)c2cccc([N+](=O)[O-])c2)cc1,10.9,4.8,-19.1,-3.8,-10.4,5.9,-23.4,19.2,6.3,-12.4,-5.6
COc1ccc(C(=O)NCc2ccc(C(=O)O)o2)cc1,-0.7,9.8,-0.4,-31.7,0.2,-6.9,-11.0,5.3,14.3,-11.0,-1.1
COc1ccc(S(=O)(=O)Nc2ccc(NC(C)=O)cc2)cc1Cl,6.3,7.3,-13.6,9.2,2.8,10.7,6.3,0.3,0.8,12.0,14.2
CCOC(=O)Nc1ccc2c(c1)N(C(=O)CN1CCN3CCCC3C1)c1ccccc1CC2 (stereo not given),6.6,-2.6,4.0,-5.5,-6.5,-25.7,1.0,3.6,2.1,7.6,0.9
CCOC(=O)CNC(=S)N1CCn2c(nc3ccccc32)C1,8.6,5.0,10.4,-2.2,-1.8,-8.6,-36.8,18.8,-3.8,-6.8,-10.2
CCCNC(=O)C1(C)CCN(C(=O)c2ccccc2F)C1 (stereo not given),1.2,5.2,·,3.6,23.7,-9.5,-29.8,0.6,-24.5,5.4,12.0
O=c1ccc2cc(S(=O)(=O)N3CCN(c4ccccc4F)CC3)ccc2o1,14.7,-2.1,2.5,-0.9,17.5,-7.1,25.9,-12.0,0.5,6.9,-6.4

A portion of the library; the hit share may differ from the screen's.
